# tuberculosis growth = growth inhibition of non-replicating M. tuberculosis (AID 488890) | Mycobacterium tuberculosis non-replicating, growth inhibition; higher % means a stronger effect | inhibition, % at 25 µM; hits with a dose series show IC50 in µM | actives 0.39% (n = 320,000); in the data active = a potency from the dose series; inconclusive = inhibition mostly from about 82% at the one dose, without a potency; inactive = the rest, 99 in 100 with inhibition below about 76%;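 note: plate controls were DMSO cells for no effect and high antibiotic wells for full effect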
# H37Rv inhibition = M. tuberculosis growth inhibition, HTS (AID 449762) | M. tuberculosis H37Rv growth inhibition, 7H9 media; higher % means a stronger effect | inhibition, % at 25 µM, or IC50 in µM where a hit was titrated | actives 0.59% (n = 330,000); in the data active = a potency from the dose series; inconclusive = inhibition above about 70% without an active follow-up result;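 note: bacterial growth assessed after seven days of incubation; strong numbers were not always called active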
# Salmonella PhoP GFP = Inhibition of PhoP regulon, Salmonella typhi GFP reporter cells, confirmation, 4 h (AID 1850) | actives 0.33% (n = 310,000) | Salmonella Typhi PhoP-promoter GFP reporter, fluorescence, 4 h; higher % means a stronger effect | inhibition, % at 50 µM, or IC50 in µM where a hit was titrated; in the data active = a potency from the dose series; inconclusive = inhibition mostly from about 25% at the one dose, without a potency; inactive = the rest, 99 in 100 with inhibition below about 19%;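 note: 0% = induced wells with vehicle and 100% = uninduced wells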
# VEEV TC-83 Vero = inhibitors of VEEV TC-83 cytopathic effect, confirmation, Vero cells (AID 588727). Vero cells, VEEV TC-83 cytopathic effect inhibition; higher % means a stronger effect. inhibition, % at 20 µM; hits with a dose series show IC50 in µM. actives 0.13% (n = 350,000); in the data active = a potency from the dose series; inconclusive = inhibition mostly from about 14% at the one dose, without a potency; inactive = the rest, 99 in 100 with inhibition below about 12%; note: strong numbers were not always called active
# H1N1 NS1A inhibition = NS1A inhibition, H1N1 influenza, cell based functional assay (AID 504329); NS1A functional cell-based assay, percent inhibition; higher % means a stronger effect; inhibition, % at 12.5 µM, or IC50 in µM where a hit was titrated; actives 0.3% (n = 340,000); in the data active = a potency from the dose series; inconclusive = inhibition above about 27% without an active follow-up result; note: strong numbers were not always called active
# VEEV TC-83 Vero 10K pilot screen = also measured in VEEV TC-83 Vero; calls as there; inhibition, %; measured here: 10K pilot screen inhibition
# * hit, by the source's call; i = inactive; ? = inconclusive; . = not tested or not shown; & = joins results of further samples; ! = repeats disagree.
SMILES,tuberculosis growth,H37Rv inhibition,Salmonella PhoP GFP,VEEV TC-83 Vero,H1N1 NS1A inhibition,others
C[C@@H]1CC2(CCCC[N+]2(C)C)C[C@H]1C,6.3%,-6.2%,-10.2%,0.9%,-12.7%,
Cc1ccc(-c2nnc(CSc3nc(C(C)C)nc4sc(C)c(C)c34)o2)cc1,79.3%,1.4%,-0.6%,i,-14.6%,
COc1cccc(CNC(=O)CCC2CCCN(C(=O)c3ccc(F)c(Cl)c3)C2)c1 (stereo unspecified),44.2%,10.5%,-8.4%,0.0%,-4.6%,
COc1ccc(-c2noc(CCC(=O)N3CCN(c4cccc(C)c4)CC3)n2)cc1,.,.,.,9.7%,7.5%,
COc1cc(C(=O)NCC(=O)NCCN2C(=O)S/C(=C\c3ccc4c(c3)OCO4)C2=O)cc(OC)c1OC,33.4%,6.4%,-3.2%,12.0%,-5.9%,
COc1ccccc1N1CCN(CC(O)COc2ccc(C)c(C)c2)CC1 (stereo unspecified),1.4%,0.6%,-1.5%,0.8%,3.2%,
COc1ccc(C(c2nnnn2C2CCCC2)N2CCC(C)CC2)c(OC)c1 (stereo unspecified),26.9%,5.9%,-0.9%,1.4%,-1.2%,
CCOC(=O)C1=C(CC)Nc2ccccc2N=C1NC(=O)c1ccc(C)c(S(=O)(=O)N2CCOCC2)c1,.,.,.,7.2%,-7.5%,
COc1cc(CN(C)c2ncnc3sccc23)ccc1OC(F)F,22.1%,4.4%,8.2%,i,-13.5%,
O=C(NCC1CCCO1)c1c(O)nc2sccn2c1=O (stereo unspecified),-4.8%,23.8%,4.4%,2.4%,-1.2%,
O=C(CN(Cc1ccccc1)S(=O)(=O)c1ccccc1)N/N=C/c1ccccc1[N+](=O)[O-],45.9%,3.1%,2.8%,6.8%,5.2%,
Cc1ccccc1OCCC(=O)N(CC(C)C)c1c(N)n(Cc2ccccc2)c(=O)[nH]c1=O,33.0%,-8.7%,.,7.2%,-6.1%,
C=CCNC(=O)CCC(=O)NNc1nc2ccccc2c2nc(-c3ccccc3)nn12,?,?,-0.1%,0.2%,5.9%,VEEV TC-83 Vero 10K pilot screen=4.9
CC1CCCC(NC(=O)COc2ncnc3ccccc23)C1C (stereo unspecified),-1.6%,-3.6%,.,0.2%,0.9%,
NC(=O)Nc1ccc(Oc2ncc(C(F)(F)F)cc2Cl)cc1,-6.1%,-2.3%,5.7%,1.2%,1.2%,VEEV TC-83 Vero 10K pilot screen=1.4
CN(C(=O)COn1nnc2ccc(S(=O)(=O)N3CCOCC3)cc21)c1ccccc1,-5.2%,-6.1%,2.8%,7.0%,-2.9%,
CCN(CC)C(=O)c1ccc(CS(=O)(=O)c2ccc(OC)cc2)o1,3.3%,-10.5%,-10.3%,0.5%,-0.2%,
CC(C)CC(=O)NC(=S)Nc1cc(C(F)(F)F)ccc1N1CCOCC1,4.0%,2.9%,-7.7%,i,2.3%,
O=C(NCC1CCCO1)C1CCN(C2CCN(C(=O)CC3CCCC3)CC2)CC1 (stereo unspecified),-6.7%,-5.0%,-6.4%,i,-18.0%,
Nc1nonc1-c1nc2ccccc2n1CC(=O)N/N=C\c1ccc(-c2ccc(Cl)cc2)o1,48.9%,11.8%,-1.6%,11.0%,7.7%,
Cc1ccc(-c2nnc(SCC(=O)Nc3sc(C)c(C)c3C#N)n2C)cc1,-5.4%,1.8%,-12.1%,0.1%,-2.4%,
COc1cccc(C(=O)Nc2cccc(-c3nc4ncccc4o3)c2C)c1,12.9%,-6.8%,-2.8%,1.2%,4.8%,
CC(C)C[C@H](NC(=O)N1CCn2c1nc1ccccc12)C(=O)N1CCCCC1,33.7%,0.2%,-2.0%,i,1.6%,
CCOc1ccc(C(=O)Nc2nc(C)c(C(=O)OC)s2)cc1,-10.7%,5.4%,-11.0%,0.6%,.,
CCN(CC)S(=O)(=O)c1ccc(NC(=O)Cn2c(=O)sc3ccccc32)cc1,50.9%,-9.6%,-12.7%,3.7%,10.3%,
Cc1nn(CC(=O)Nc2nccs2)c(C)c1[N+](=O)[O-],-4.9%,3.0%,20.3%,21.6%,0.3%,
CCOc1ccc(C(=O)NCc2ccco2)cc1OC,31.5%,-2.7%,1.2%,2.0%,-7.6%,
O=C(O)CSc1ccnc2cc(Cl)ccc12,10.5%,-9.1%,6.1%,0.3%,9.4%,
CCOc1ccc(-c2nc(CN3CCCC(C(=O)N4CCOCC4)C3)c(C)o2)cc1 (stereo unspecified),-10.4%,2.6%,2.9%,3.4%,3.3%,
O=C(NNc1cc(C(F)(F)F)ccc1Cl)c1ccc(=O)[nH]c1,45.2%,?,6.9%,0.6%,-4.8%,
Cc1ccc(N2C(SCC(=O)O)=NC(=Nc3cccc(C)c3)C23CCCC3)cc1,29.0%,-0.9%,4.2%,1.2%,1.3%,
CCOc1cc([C@H]2[C@@H]3CCCC[C@]3(O)CCN2CC(=O)NCc2ccco2)ccc1O,29.8%,0.2%,1.0%,i,2.0%,
CNC(=O)c1nc(C)c(C2(C)CC(c3ccccc3)=NO2)s1 (stereo unspecified),7.2%,-3.5%,-13.4%,0.9%,8.2%,
Cc1cccc(C)c1NC(=O)CSc1nnc(CCCCCNC(=O)OC(C)(C)C)o1,-2.0%,-0.1%,5.3%,2.7%,-1.7%,VEEV TC-83 Vero 10K pilot screen=1.1
O=C(CCn1cccc1)Nc1ccccc1F,-6.1%,2.9%,0.5%,i,2.6%,
Cc1cccc(OCCSc2nnc(-c3ccoc3C)n2C)c1,38.9%,-1.1%,29.5%,i,-2.6%,
CC(=O)N(C)c1ccc(NC(=S)Nc2ccc(C(C)C)cc2)cc1,?,-2.5%,5.8%,1.1%,5.4%,
CC(=O)O[C@@H]1/C=C/[C@](C)(O)C[C@@H](C)C/C=C/[C@H]2[C@H](O)C(C)=C(C)[C@H]3[C@H](Cc4ccccc4)NC(=O)[C@@]123,16.8%,-10.2%,4.3%,.,.,
COc1ccccc1C(=O)Nc1cc2c(ccc3ccccc32)oc1=O,-2.0%,4.2%,0.7%,.,.,
O=C1ON=C(c2ccccc2)/C1=C/c1ccc(O)c(O)c1,-12.3%,0.4%,-3.8%,i,7.8%,
COCCCN1CCN(c2nnc3n2-c2sc(Br)cc2C(c2ccccc2Cl)=NC3)CC1,2.7%,5.3%,-5.7%,6.4%,3.2%,
N#Cc1ccsc1NC(=O)CSc1nnnn1-c1ccc(O)cc1,6.2%,-1.9%,0.0%,0.4%,-2.1%,
CC1CCCN(C(=O)Cc2ccc(F)cc2)C1 (stereo unspecified),1.7%,-7.4%,14.7%,4.7%,-1.6%,
O=C(c1ccco1)N1CCN(C(=O)c2cc3sccc3n2Cc2ccccc2)CC1,9.8%,-10.0%,-2.9%,i,-5.9%,
CC(C)Oc1ccc(S(=O)(=O)N2CCOCC2)cc1NC(=O)C1CCCCC1,-10.3%,-2.6%,.,9.0%,-7.3%,
Cc1cc(-c2ccc(C)c(S(=O)(=O)Nc3ccc(S(N)(=O)=O)cc3)c2)on1,-0.6%,-4.2%,2.3%,2.5%,-0.4%,
CCn1c(SCC(N)=O)nnc1-c1ccc2c(c1)OCO2,1.5%,-0.4%,-0.2%,0.8%,-9.5%,
CNC(=O)/C(C#N)=C/c1c(N2CCCCCC2)nc2c(C)cccn2c1=O,2.8%,-1.4%,6.2%,1.2%,-8.8%,
N#CC1=C(N)S[C@H](C(=O)C23CC4CC(CC(C4)C2)C3)[C@H]1c1ccncc1,24.7%,3.6%,-5.6%,6.3%,-3.4%,
CC(=O)c1ccc(N(CC(=O)NCc2ccc3c(c2)OCO3)C(=O)c2csnn2)cc1,-4.6%,-1.6%,3.1%,1.2%,-10.9%,
CCn1c(CNC(=O)c2cccc(C)c2)nnc1SCC(=O)Nc1cccc(OC)c1,33.3%,1.3%,-6.6%,4.1%,29.7%,
CCSc1nc(N)c(NC(=O)c2ccc(Br)o2)c(=O)[nH]1,-2.8%,-10.3%,-1.1%,2.1%,-3.1%,
O=C(COC(=O)CNC(=O)c1ccccc1)NCc1ccc2c(c1)OCO2,-9.4%,1.5%,.,i,-11.6%,
O=C(CSc1nnc(-c2ccccn2)o1)Nc1ccccc1Cl,-3.9%,-4.8%,9.0%,0.5%,7.9%,
COC(=O)c1cccc(C23CC4(C2)[C@H](CN(CC2CCCCC2)[C@@H]4c2ccccc2)C3c2ccccc2)c1 (stereo partly specified),60.4%,-3.2%,-6.1%,i,2.7%,
NC(=O)C1CCN(CCC(=O)Nc2cccc(Cl)c2)CC1,-5.2%,-3.6%,3.5%,0.3%,-0.2%,
O=C(Nc1ccccc1N1CCN(C(=O)c2ccc(Cl)cc2)CC1)c1ccc(Br)cc1,51.1%,4.0%,8.3%,i,-10.9%,
C=CCN=c1scc(-c2ccccc2)n1/N=C/c1ccccn1,79.4%,49.5%,-1.4%,0.98µM*!,26.5%&23.2%,
COc1ccc(Cl)cc1-c1nc(SCC(=O)N(C)C2CCS(=O)(=O)C2)n[nH]1 (stereo unspecified),-5.9%,4.9%,.,9.6%,-0.2%,
Cc1ccnc2nc(C(=O)OCC(=O)NC(=O)NCc3ccco3)nn12,15.8%,-1.7%,-1.3%,1.6%,-3.0%,
# More records.
SMILES,tuberculosis growth,H37Rv inhibition,Salmonella PhoP GFP,VEEV TC-83 Vero,H1N1 NS1A inhibition,others
COc1cc2c(cc1NC(=O)C(C)N1CCN(S(=O)(=O)c3ccc(C)c(C)c3)CC1)oc1ccccc12 (stereo unspecified),5.8%,-3.3%,20.8%,1.6%,4.6%,
COc1ccc2c3c([nH]c2c1)C(C)N(C(C)=O)CC3 (stereo unspecified),-16.9%,-8.4%,4.4%,i,6.0%,
NC(=O)c1ncn([C@@H]2O[C@H](CNCc3cccn3-c3ccncc3)[C@@H](O)[C@H]2O)n1,.,.,.,i,-29.9%,
CC1CC(OC(=O)c2ccccc2C(=O)c2ccc(Cl)cc2)C(=O)O1 (stereo unspecified),-4.7%,0.6%,.,0.7%,-0.3%,
CCCSc1nsc(NC(=O)Nc2ccc(F)cc2F)n1,?,10.4%,-4.3%,i,2.9%,
N#Cc1c(-c2ccc3c(c2)OCO3)cc[nH]c1=O,-3.7%,-2.1%,-18.0%,1.0%,-7.1%,
COC(=O)C1=C(O)C(C(=O)OC)C(c2ccc(C)cc2)C(C#N)(C#N)C1c1ccc(C)cc1 (stereo unspecified),-5.5%,-11.4%,-9.3%,i,-5.0%,VEEV TC-83 Vero 10K pilot screen=3.1
COCCCN(C(=O)c1cc2c(s1)CCC2)c1c(N)n(Cc2ccccc2)c(=O)[nH]c1=O,8.5%,5.0%,-4.8%,2.3%,1.9%,
O=C(Nc1cccc(-n2cnnn2)c1)C1CCCN(Cc2cccc(C(F)(F)F)c2)C1 (stereo unspecified),35.3%,5.3%,13.8%,1.9%,5.1%,
Cc1ccc(S(=O)(=O)NNC(=O)NC23CC4CC(CC(C4)C2)C3)cc1,23.2%,3.1%,1.5%,0.6%,5.0%,
NS(=O)(=O)c1cccc(NC(=O)c2ccc(NS(=O)(=O)c3cccc([N+](=O)[O-])c3)cc2)c1,10.2%,-1.7%,.,i,-5.7%,
Cc1c(NC(=O)C(C)c2ccc(CC(C)C)cc2)c(=O)n(-c2ccccc2)n1C (stereo unspecified),69.5%,3.1%,7.9%,0.2%,7.9%,
